From PubChem
S-ASM inh = blocks human secretory acid sphingomyelinase | hit rate 0.006% among 340,000 | Potency, µM (top dose mostly 57.5 µM), without a hit: top-dose activity change, negative = inhibition, hits mostly inhibitors | AID 504937 | placental ASM, HMU-PC fluorogenic substrate, 60 min; also: potency is read from the fitted curve at half-maximal effect
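Fluorogenic HMU-PC substrate (9 uM final) is turned over by placental ASM in 60 min at 37 C after a 10 min compound preincubation. Reaction ended by alkaline stop (pH 10), with fluorescence read at 386/447 nm.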
Mito fusion act = mitochondrial division inhibition or fusion activation; S. cerevisiae fusion-defective mutant growth rescue, CellTiterGlo 48 h; Potency, µM (doses to about 46.1 µM), inactives show at the top dose growth rescue (activation), usual class: activators; hit rate 0.23% among 320,000; AID 485298;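 also: potency is read from the fitted curve at half-maximal effect; % of control where 0% means no effect; nearly all actives have a fitted effect of over 45% in size; temperature-sensitive fusion mutants such as fzo1-1 at 37 °C on non-fermentable ethanol glycerol medium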
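Read-out: ATP-based luminescence (CellTiterGlo, 10 min ambient) reporting growth of fusion-defective ts yeast after 48 hours at 37C on glycerol/ethanol YPEG medium in the presence of compound.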
TCR act = activates T cell receptor signaling. Potency, µM (titrated, usually from 9.22 µM), for inactives: at the top dose activation of IL-2 secretion, actives largely listed as activators. 330,000 tested, under 10 active. primary human leukocytes, anti-CD3, IL-2 HTRF, 48 h; also: % of control where 0% means no effect
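Using a-CD3 beads without co-stimulation, primary human leukocytes were exposed to compounds for 48 hr. An HTRF IL-2 kit measured the cytokine, with europium-to-d2 energy transfer producing emission at 665nm upon 320nm excitation.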
A-T KAP1 phos = potential ataxia-telangiectasia treatment; hit rate 0.19% among 320,000; Potency, µM (doses to about 57.5 µM), inactives show top-dose activation, most hits filed as activators; […] A-T fibroblasts, KAP-1 phosphorylation AlphaLISA; neocarzinostatin DNA damage 30 min before lysis; also: potency is read from the fitted curve at half-maximal effect; % of control where 0% means no effect; nearly all actives have a fitted effect of over 45% in size
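hTERT-immortalized A-T patient fibroblasts ([…]), 500 cells/well in OPTI-MEM, 1% FBS, got compounds for 60 min, then NCS for 30 min at 37C. Lysates were then assayed for phospho-KAP-1 by AlphaLISA (anti-pKAP1 donor, anti-KAP1 acceptor beads), 6 hr at 25C.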
a7 integrin act = integrin-mediated muscular dystrophy alleviation activation; alpha7betagal myoblasts, beta-gal FDG fluorescence, 48 h; hit rate 0.064% among 350,000; Potency, µM (highest dose often 38.3 µM), without a hit: top-dose activation, most hits filed as activators;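 also: potency is read from the fitted curve at half-maximal effect; 100% = response of the positive control SU9516; nearly all actives have a fitted effect of over 60% in size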
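Alpha7betagal+/- myoblasts (passage 13) were plated 16-24 hr, then exposed to compounds (1:260 dilution of DMSO stock) for 48 hours at 37C. After MPER lysis, β-galactosidase reporter activity was read as FDG fluorescence (ex 480/em 540) after 30 minutes.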
TSHR antagonist = blocks TSH signaling through the human TSH receptor; P16473; TSHR-expressing cells, TSH-stimulated cAMP HTRF, 2 h; stronger effect = lower value; activity change, negative = inhibition, % at 11.5 µM; hit rate 0.2% among 330,000; AID 504810;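 active = activity change below a set negative limit, meaning inhibition stronger than a set level, cut at about -70% in these data; inconclusive = activity change between two set negative limits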; also: % is scaled to controls: 0 for no effect and ±100 for the full control effect
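Inhibition of cAMP made by TSHR-expressing cells under TSH stimulation (4nM final, EC80; 2 h, 37 deg C) is quantified with a one-step lysis HTRF kit, anti-cAMP cryptate versus cAMP-d2.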
PTAP TSG101 blk = blocks PTAP/TSG101 interaction to inhibit HIV-1 budding; 340,000 tested, under 10 active; AID 493005; Potency, µM (highest dose often 115 µM), for the others: at the highest dose activity change, negative = inhibition, usual class: inhibitors; Q99816; Fluorescence polarization, FITC-PTAP peptide / Tsg101 binding; active = well fitted inhibition curve with a large enough effect in the main read-out, with a control signal flat, not every such curve was filed as active; inconclusive = small, poorly fitted or top-dose-only effect, or effect the other way, or a change in a side signal; inactive = no such curve, though single readings can be large or run the other way; also: potency is read from the fitted curve at half-maximal effect; % of control where 0% means no effect
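Compounds were pin-transferred onto Tsg101 binding domain (10 uM final) in HEPES pH 7.5 buffer, then FITC-PTAP peptide was added at 50 nM final. After 20 min at RT, polarization reported peptide displacement across a qHTS concentration series.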
Tb PFK inh = inhibitors of T. brucei phosphofructokinase; T. brucei PFK, ADP-Glo luminescence; AID 485367; O15648; Potency, µM (highest dose often 57.5 µM), for the others: at the top dose activity, negative = inhibition, actives largely listed as inhibitors; hit rate 0.17% among 330,000;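 also: potency is read from the fitted curve at half-maximal effect; 0% = uninhibited 1x PFK enzyme wells and -100% = no-enzyme wells; nearly all actives have a fitted effect of over 60% in size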
Target sequence (O15648 whole entry, looked up): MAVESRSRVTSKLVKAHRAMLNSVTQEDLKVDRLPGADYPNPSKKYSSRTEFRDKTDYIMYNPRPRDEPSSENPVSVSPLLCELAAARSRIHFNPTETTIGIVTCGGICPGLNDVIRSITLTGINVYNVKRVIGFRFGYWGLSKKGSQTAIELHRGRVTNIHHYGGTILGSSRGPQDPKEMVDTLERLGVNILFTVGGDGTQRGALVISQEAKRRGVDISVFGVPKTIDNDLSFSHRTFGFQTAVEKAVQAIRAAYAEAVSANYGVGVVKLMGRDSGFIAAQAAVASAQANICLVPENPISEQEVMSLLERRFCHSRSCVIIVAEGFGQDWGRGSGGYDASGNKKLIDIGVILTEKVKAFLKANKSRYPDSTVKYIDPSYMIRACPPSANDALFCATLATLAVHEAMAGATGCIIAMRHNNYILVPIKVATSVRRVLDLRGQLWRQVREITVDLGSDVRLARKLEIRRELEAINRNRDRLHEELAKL
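PFK 1.25 nM, F6P 0.5 mM, ATP 0.1 mM, 0.1 M TEA pH 8.0, 5 mM MgCl2, 0.01% Tween20, 0.1% BSA; 45 min RT. ADP-Glo readout. qHTS titration up to 57 uM; curves fitted, compounds curve-classed.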
Eya2 inh = inhibitors of human Eya2 phosphatase activity; Potency, µM (series often up to 76.9 µM), inactives show at the highest dose activity, negative = inhibition, hits mostly inhibitors; recombinant Eya2, OMFP fluorescence dephosphorylation (OMFP is methylfluorescein phosphate); O00167; hit rate 0.006% among 330,000; AID 488837; also: potency is read from the fitted curve at half-maximal effect; % is scaled to controls: 0 for no effect and ±100 for the full control effect
Target sequence (O00167 whole entry, looked up): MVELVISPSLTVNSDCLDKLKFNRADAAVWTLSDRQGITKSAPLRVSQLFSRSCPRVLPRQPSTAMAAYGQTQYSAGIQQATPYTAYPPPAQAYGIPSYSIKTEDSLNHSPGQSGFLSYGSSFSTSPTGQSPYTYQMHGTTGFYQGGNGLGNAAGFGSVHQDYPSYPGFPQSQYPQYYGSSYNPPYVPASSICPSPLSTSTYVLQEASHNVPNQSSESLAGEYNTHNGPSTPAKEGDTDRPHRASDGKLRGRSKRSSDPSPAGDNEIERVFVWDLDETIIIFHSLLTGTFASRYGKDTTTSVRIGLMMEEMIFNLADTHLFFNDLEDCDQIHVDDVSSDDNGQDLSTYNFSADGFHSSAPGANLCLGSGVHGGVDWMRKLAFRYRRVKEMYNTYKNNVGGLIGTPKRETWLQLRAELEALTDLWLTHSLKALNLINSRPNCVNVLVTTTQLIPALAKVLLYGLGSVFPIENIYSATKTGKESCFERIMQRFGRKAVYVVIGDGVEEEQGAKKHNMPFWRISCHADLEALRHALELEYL
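Eya2 (0.2 uM) preincubated 10 min at ambient with compound, then OMFP substrate added at 50 uM; 10 min reaction in 50 mM HEPES pH 7.5, 50 mM NaCl, 5 uM MgCl2, 0.05% BSA, 1 mM DTT. Fluorescence read at Ex 485/Em 525 nm.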
ELG1 DNA repair = ELG1-dependent DNA repair inhibition | HEK293T ELG1-luciferase reporter, luminescence, 16 h; DNA damage induced by 5-fluorouridine | Potency, µM (highest dose often 46.1 µM), for inactives: at the top dose activity change, negative = inhibition, most hits filed as inhibitors | hit rate 2.3% among 330,000 | AID 504467; also: potency is read from the fitted curve at half-maximal effect; % is scaled to controls: 0 for no effect and ±100 for the full control effect; nearly all actives have a fitted effect of over 55% in size
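In this reporter screen, reduction of luminescence relative to DMSO vehicle indicated activity. Compounds and 5-fluorouridine were added together to 2,000 cells per well, incubated for 16 hr at 37 °C, then developed with ONE-Glo.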
Chronic BCR inh = chronic active BCR signaling inhibition; ABC-DLBCL IkBa-CBG/CBR reporter, luminescence ratio, 4 h; Potency, µM (top dose mostly 46.1 µM), inactives show top-dose ratio change, negative = lower green/red ratio, most hits filed as inhibitors; hit rate 0.05% among 340,000; AID 493014; active = well fitted inhibition curve with a large enough effect in the signal ratio, with a control signal flat, not every such curve was filed as active; inconclusive = small, poorly fitted or top-dose-only effect, or effect the other way, or a change in a side signal; the % refers to the signal ratio;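 also: potency is read from the fitted curve at half-maximal effect; plate controls were basal doxycycline-induced cells for no effect and cells given 10 µM MG132 for full effect; MG132 reads +100%, hits lower the ratio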
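TMD8 ABC-DLBCL cells carrying doxycycline-inducible green luciferase fused to IkappaBalpha plus unfused red luciferase were exposed to compounds (up to 46 uM) for 4 hrs at 37C. Activity came from the overlap-corrected green/red luminescence ratio.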
* = called active by the depositor; ? = inconclusive; . = not tested or not shown; [ ] = another dose, or the depositor's remark. Unless noted, calls follow the shape of the dose curve; as a rule, active = well fitted curve in the direction sought with a large enough effect; inconclusive = small, poorly fitted or top-dose-only effect, or another doubt; inactive = no such curve, though single readings can be large; an effect the other way counts as inactive or inconclusive.

Structure	S-ASM inh	Mito fusion act	TCR act	A-T KAP1 phos	a7 integrin act	TSHR antagonist	PTAP TSG101 blk	Tb PFK inh	Eya2 inh	ELG1 DNA repair	Chronic BCR inh
COc1ccc(CCNCc2ccccc2N2CCCC2)cc1	1%	-12%	-4%	-9%	-46%[inhibitor]	0	-3%	0%	5%	?	-4%
Cc1cccc(C)c1NC(=O)CNC(=O)c1ccc(S(=O)(=O)NCc2ccco2)cc1	3%	-3%	13%	-3%	-3%	-2	1%	0%	-18%	8%	2%
CC(C)CN1CC(=O)N2C(c3ccccc3)c3[nH]c4ccccc4c3C[C@H]2C1=O (stereo not given in full)	-6%	-1%	-3%	-4%	-46%[inhibitor]	-1	-5%	5%	-15%	-10%	-1%
CN(Cc1ccccc1)c1ccc(S(=O)(=O)N2CCC(C(=O)O)CC2)cc1[N+](=O)[O-]	-5%	1%	0%	-1%	-9%	-10	0%	-2%	30%	10%	3%
C[C@@H](CN1CCC[C@H]1CN1C(N)=NC[C@@H]1Cc1ccccc1)N1C[C@@H](Cc2ccccc2)N(CCCC2CCCC2)C1=N	-6%	.	3%	2%	11%	6	-5%	10%	-7%	9%	-2%
O=C(c1ccccc1)N1N=C(C(F)(F)F)CC1(O)c1ccccc1 (stereo not given)	-6%	1%	-6%	2%	13%	18	-1%	-3%	7%	-3%	-17%
Cc1ccc(C(=O)N2CCN(c3ccc(NC(=S)NC(=O)Cc4ccccc4)cc3)CC2)cc1	-5%	-6%	0%	-4%	-32%	2	-6%	2%	-12%	0%	3%
O=C(CSc1nncn1-c1ccccc1)Nc1c(F)cccc1F	-2%[11.5 µM]	2%	3%	-2%	-3%	-1	3%	3%	0%	14%	?
Cc1cc(C)cc(NC(=O)C(=O)NCCc2c[nH]c3ccccc23)c1	-13%	-6%	-1%	1%	13%	5	-1%	-3%	10%	-9%	-8%
N#CC1=C(N)OC2=C(C(=O)CCC2)C1c1ccsc1 (stereo not given)	1%	0%	3%	8%	-14%	13	1%	0%	-1%	13%	1%
Cc1ccccc1S(=O)(=O)Cc1ccc(C(=O)NCCCN2CCCC(C)C2)o1 (stereo not given)	6%	18%	-1%	15%	2%	-6	-1%	4%	12%	12%	-13%
COC(=O)[C@@]1(Cc2ccc(OC)cc2)[C@@H]2C(=CC(=O)[C@H]2CC(=O)C(=O)N2CCCC2)CN1C(=O)c1ccccc1	10%	-1%	1%	17%	14%	-8	0%	5%	4%	15µM*	?
CC1CCCCN1C(=O)CSc1nc(C2CC2)nc2c1cnn2-c1ccccc1 (stereo not given)	-4%	?	-1%	4%	-34%	4	-9%	-10%	17%	?	?
Cc1ccc(CNC(=O)c2cc3c(=O)n4ccccc4nc3n(CC3CCCO3)c2=N)cc1 (stereo not given)	495%[activator]	0%	2%	3%	-20%	3	0%	1%	-8%	-10%	17%
CCOc1ccccc1NS(=O)(=O)c1c(C)noc1C	2%	6%	10%	-1%	3%	-1	-7%	?	1%	?	?
C#CCn1c(-c2cccs2)nc2ccccc21	4%	-5%	-10%	-2%	0%	19	-7%	-1%	2%	6%	?
Cc1ccccc1NC(=O)N1CCN(S(=O)(=O)c2ccccc2)CC1	7%	8%	-10%	-2%	14%	0	2%	-1%	-2%	-14%	-15%
COc1ccccc1NC(=S)N1CCN(C/C=C/c2ccccc2)CC1	10%	9%	0%[46.1 µM]	-6%	8%	2	-1%	9%	0%	?	1%
CC(C)Cc1c(O)nc(SCC(=O)Nc2ccc3c(c2)CCC3)[nH]c1=O	-7%	-2%	-2%[46.1 µM]	-3%	8%	-11	-12%	-7%	-5%	27%	?
CCOc1c(Br)cc(CNc2ccc3c(c2)OCCO3)cc1OC	-5%	-2%	2%	-5%	-24%	-3	-6%	3%	2%	?	?
O=C(NC(Cc1ccccc1)C(=O)O)C1CCCCC1 (stereo not given)	2%	-1%	-4%	7%	2%	-2	3%	1%	4%	6%	?
COc1ccc(CCN2C(=O)CC(N3CCOCC3)C2=O)cc1OC (stereo not given)	1%	-2%	5%[46.1 µM]	9%	-8%	-1	1%	-4%	-2%	2%	-4%
O=C(NN=Cc1ccc(F)cc1)c1ccccc1NS(=O)(=O)c1cccs1	-6%	.	.	1%	-19%	-9	-5%	-4%	-3%	?	2%
O=C(Oc1ccc(NC(=O)c2cc3c(cc2Br)OCO3)cc1)c1ccccc1	3%	-3%	-1%	2%	4%	26	-4%	-5%	-5%	?	?
COc1cccc(-c2nn(-c3ccc(C)cc3)cc2C(=O)N(C)CC(=O)Nc2cccc(F)c2)c1	-18%	?	4%	-1%	0%	-4	-3%	-2%	9%	13µM*	?
Cc1ccc(CNC(=O)Cn2cnc(S(=O)(=O)N3CCCCC3)c2)o1	1%	15%	-8%	2%	0%	31	-2%	13%	2%	7%	8%
Cc1ccc(S(=O)(=O)N2CCC(C(=O)OC(C)C(=O)NC3CCCCC3C)CC2)cc1C (stereo not given)	4%	2%	-5%	1%	-18%	-18	-5%	-6%	-7%	1%	3%
CCCn1c(C(C)NS(=O)(=O)c2ccccc2)n[nH]c1=S (stereo not given)	-2%	-2%	3%	-13%	0%	-3	-1%	-20%	1%	-6%	-1%
CNC(=O)COC(=O)/C=C/c1cn(-c2ccccc2)nc1-c1ccc2c(c1)OCCO2	5%	?	9%	8%	3%	-12	-6%	1%	-3%	?	2%
CC12C(=O)N(CCC(=O)O)C(=O)C1C1C=CC2C1 (stereo not given)	2%	-1%	5%	-4%	15%	8	-4%	-8%	9%	7%	4%
O=C(CSc1nc2ccccc2o1)c1cc2ccccc2oc1=O	74%[activator]	12%	8%[46.1 µM]	-1%	19%	1	-3%	3%	5%	?	?
CCOc1ccc(OCC)c(-c2c(=O)n(OCc3ccccc3C(=O)OC)c3ccccc3[n+]2[O-])c1	-9%	3%	5%	1%	-4%[7.66 µM]	15	-5%	1%	-4%	?	10%
CS(=O)(=O)N(CC(=O)N1CCCC1)c1ccccc1Br	1%	0%	3%	10%	-14%	10	1%	0%	1%	27%	0%

Gathered by group, those above containing a COOH group (3)
Structure	S-ASM inh	Mito fusion act	TCR act	A-T KAP1 phos	a7 integrin act	TSHR antagonist	PTAP TSG101 blk	Tb PFK inh	Eya2 inh	ELG1 DNA repair	Chronic BCR inh
CN(Cc1ccccc1)c1ccc(S(=O)(=O)N2CCC(C(=O)O)CC2)cc1[N+](=O)[O-]	-5%	1%	0%	-1%	-9%	-10	0%	-2%	30%	10%	3%
O=C(NC(Cc1ccccc1)C(=O)O)C1CCCCC1 (stereo not given)	2%	-1%	-4%	7%	2%	-2	3%	1%	4%	6%	?
CC12C(=O)N(CCC(=O)O)C(=O)C1C1C=CC2C1 (stereo not given)	2%	-1%	5%	-4%	15%	8	-4%	-8%	9%	7%	4%
